# TcdB inh – TcdB glycohydrolase inhibition | inhibition, % at 9.99 µM | 0.24% of 350,000 active | TcdB glycohydrolase enzymatic assay, plate reader | AID 652162 | P18177; in the data active = inhibition above about 10%
# Anthrax LF inh2 – blocks Bacillus anthracis lethal factor protease | multiplex microsphere protease cleavage assay, LF | inhibition, % at 10 µM | 0.12% of 360,000 active; note: plate controls were buffer without enzyme for full effect and enzyme alone for no effect
# Target sequence (P15917 whole entry, looked up): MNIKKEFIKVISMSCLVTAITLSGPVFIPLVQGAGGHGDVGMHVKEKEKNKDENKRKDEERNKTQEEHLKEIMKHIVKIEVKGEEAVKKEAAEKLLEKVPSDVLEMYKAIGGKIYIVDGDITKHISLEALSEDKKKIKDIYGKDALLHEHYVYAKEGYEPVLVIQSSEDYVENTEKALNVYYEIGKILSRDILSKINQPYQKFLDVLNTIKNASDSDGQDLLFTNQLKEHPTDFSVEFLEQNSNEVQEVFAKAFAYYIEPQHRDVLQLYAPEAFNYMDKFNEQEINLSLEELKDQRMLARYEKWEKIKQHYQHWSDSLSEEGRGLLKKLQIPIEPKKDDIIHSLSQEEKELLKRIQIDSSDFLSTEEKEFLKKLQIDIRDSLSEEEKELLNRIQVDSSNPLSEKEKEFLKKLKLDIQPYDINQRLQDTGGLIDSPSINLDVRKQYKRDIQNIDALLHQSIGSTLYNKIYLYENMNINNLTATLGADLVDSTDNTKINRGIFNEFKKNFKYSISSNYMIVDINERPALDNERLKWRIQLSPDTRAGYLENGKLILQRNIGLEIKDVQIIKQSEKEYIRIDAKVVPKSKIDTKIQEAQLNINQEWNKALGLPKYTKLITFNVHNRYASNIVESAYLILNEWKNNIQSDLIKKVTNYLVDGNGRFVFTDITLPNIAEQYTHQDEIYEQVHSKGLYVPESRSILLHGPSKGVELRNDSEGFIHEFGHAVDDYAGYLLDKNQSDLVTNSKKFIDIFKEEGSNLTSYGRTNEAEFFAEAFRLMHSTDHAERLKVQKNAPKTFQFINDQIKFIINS
# PriA SSB inh – inhibitors of Klebsiella pneumoniae PriA binding to SSB C-terminal tail. AlphaScreen SSBct-PriA binding, biotinylated peptide. inhibition, % at 33 µM. 0.6% of 430,000 active. AID 1272365; in the data active = inhibition mostly above about 37%, no sharp cut-off; inactive = mostly below about 20%;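 note: plate controls were negative control peptide for no effect and reference peptide for full effect; strong numbers were not always called active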
# PfHsp40 yeast – restores yeast growth despite PfHsp40 toxicity. 0.68% of 340,000 active. AID 504582. S. cerevisiae expressing PfHsp40, growth rescue, ATP luminescence. growth rescue, % at 12.5 µM; in the data active = growth rescue above about 28%, passing the limit was not always enough; inconclusive = no clear call, values can overlap the other calls;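 note: yeast W303a lacking pdr1 and pdr3 grown in galactose medium; growth measured after three days at 30 °C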
# SARS 3CLpro inh – SARS-CoV 3CLpro protease inhibition. recombinant SARS-CoV 3CLpro, quenched FRET peptide cleavage. 0.14% of 290,000 active. inhibition, % at 6 µM. AID 1706; in the data active = inhibition above about 12%
# BH1578 lux ind – quorum light induction in luxS cqsA deficient V. cholerae | AID 588436 | V. cholerae BH1578 lux reporter, luminescence, 6 h | activation, % at 18.7 µM | 0.16% of 350,000 active; in the data active = activation mostly above about 9.7%, no sharp cut-off; inconclusive = no clear call, values can overlap the other calls; inactive = mostly below about 3.7%; note: not every result past the cut was called active; inactives centre near 0; reference of the scale not given here
# PrPC TRFRET – reduces human prion protein on the cell surface; P04156; cell surface PrPC, TR-FRET read-out; inhibition, % at 13.8 µM; 0.43% of 370,000 active; in the data active = inhibition above about 24%; note: 0% = median of the test wells and 100% = reference compound wells
# BoNT-A LC inh2 – blocks Botulinum neurotoxin A light chain protease; multiplex microsphere protease substrate cleavage, flow cytometry; inhibition, % at 10 µM; 0.17% of 360,000 active; AID 588499; note: plate controls were buffer without enzyme for full effect and enzyme alone for no effect
# Y pestis TopoI – inhibitors of Yersinia pestis topoisomerase I | 0.064% of 360,000 active | Y. pestis Topo-I cleavage product accumulation, plate reader | activity, % at 10 µM; in the data active = activity above about 50%, passing the limit was not always enough; inconclusive = no clear call, values can overlap the other calls; note: inactives centre near 2
# Active calls of the source: *; i = inactive; ? = inconclusive; . = no result given. Cut-off read from the data, not from the text of the source, unless noted: active = inhibition above about 30%; inconclusive = no clear call, values can overlap the other calls; inactive = below that. A portion of the library; the hit share may differ from the screen's.
SMILES,TcdB inh,Anthrax LF inh2,PriA SSB inh,PfHsp40 yeast,SARS 3CLpro inh,BH1578 lux ind,PrPC TRFRET,BoNT-A LC inh2,Y pestis TopoI
O=C(CCc1ccccc1)Nc1ccc(NC(=O)C2CC2)nc1,.,0,-10,-0.8,5,-4.5,-3,-0.9,4
Cc1ccccc1CS(=O)(=O)Cc1ccc(C(=O)NC2CCCC2)o1,0.1,-2,-5,-0.8,2,0.5,0,2.9,2
Cc1ccc(S(=O)(=O)N2C[C@H]3C(=O)C[C@@H](c4ccc(Cl)cc4)N(S(=O)(=O)c4ccccc4C)[C@H]3C[C@H]2c2ccccc2)cc1,0.4,-5,.,.,.,-0.2,-2,-0.4,8
CCn1c(CNc2ccc(F)cc2)nnc1SCC#N,0.3,-2,-5,0.1,7,-0.2,6,0.0,-3
Nc1nc(Cl)cc(NCCc2ccc(O)cc2)n1,14*,0,0,0.0,2,i,9,0.3,-6
O=C(c1ccc2ccccc2c1)C1CCCN(C(=O)CCn2cnnn2)C1 (stereo not given),2.1,0,-5,0.8,2,-2.3,-3,-0.2,4
CSc1ccccc1OCc1cc(C(=O)N(C)CCn2nc(C)cc2C)no1,0.7,-2,-3,-0.5,4,-0.9,-7,-0.9,22
CN1CCN(C2=Cc3ccccc3Sc3cc(F)ccc32)CC1,.,-2,14,-0.9,0,i,-4,0.6,0
CCOC(=O)C1CCCN(C(=O)COc2ccccc2O)C1 (stereo not given),.,-1,-3,-1.3,2,6.2,-1,-0.2,4
CN1CCN(C(=O)/C=C\C(=O)O)CC1,0.6,1,-14,-1.2,3,-0.1,-4,-0.5,-1
CCCS(=O)(=O)N1CCCC(C(=O)NCCc2ccccc2)C1 (stereo not given),1.2,-10,-13,0.8,-1,i,0,-3.6,-12
CCOC(=O)c1c(C)sc2c1N(C(=O)CN(CC)CC)c1cc(Cl)ccc1S2,.,-6,-3,-0.7,5,i,4,-0.3,29
O=[N+]([O-])c1cc(C(F)(F)F)cc([N+](=O)[O-])c1NN=C1CCCCC1,.,-2,29,5.9,-1,-0.3,-3,-1.1,-2
CCC(C)NC(=O)c1c(-c2cc(Cl)c(OC)c(Cl)c2)noc1C (stereo not given),-0.5,10,-5,1.6,4,-0.5,4,-0.1,-4
O=C(COC(=O)c1cc(S(=O)(=O)N2CCOCC2)ccc1Cl)c1ccc[nH]1,1.1,-3,.,.,.,-5.8,2,-0.3,1
O=C1CC(c2ccco2)Cc2nc(Nc3nc(-c4ccccc4)c4ccccc4n3)ncc21 (stereo not given),.,2,-8,-0.1,2,i,0,0.0,9
CCN(CC)CCN(C)Cc1ccc(Br)cc1,.,6,-13,-0.3,-1,-0.4,-3,1.0,-2
CC(C)CCNC(=O)c1ccc(NC(=O)C2=CSCCO2)cc1,1.0,-5,-2,0.3,-1,i,2,-3.7,-1
C/C(=N\NC(=O)CCCC(=O)O)c1c(-c2ccccc2)c2cc(Cl)ccc2[nH]c1=O,-0.3,-5,-7,1.9,-2,-0.5,11,0.6,4
O=C1C(=O)N(CCO)C(c2ccc(Br)cc2)/C1=C(\O)c1ccccc1 (stereo not given),-1.4,.,.,-0.4,3,i,1,.,2

# Of the compounds above, these contain a furan ring, fused or not:
SMILES,TcdB inh,Anthrax LF inh2,PriA SSB inh,PfHsp40 yeast,SARS 3CLpro inh,BH1578 lux ind,PrPC TRFRET,BoNT-A LC inh2,Y pestis TopoI
Cc1ccccc1CS(=O)(=O)Cc1ccc(C(=O)NC2CCCC2)o1,0.1,-2,-5,-0.8,2,0.5,0,2.9,2
O=C1CC(c2ccco2)Cc2nc(Nc3nc(-c4ccccc4)c4ccccc4n3)ncc21 (stereo not given),.,2,-8,-0.1,2,i,0,0.0,9

# (further entries)
SMILES,TcdB inh,Anthrax LF inh2,PriA SSB inh,PfHsp40 yeast,SARS 3CLpro inh,BH1578 lux ind,PrPC TRFRET,BoNT-A LC inh2,Y pestis TopoI
COC(=O)c1ccc(CSc2nnc(NC(=O)C3CCCO3)s2)cc1 (stereo not given),.,-10,-15,0.2,-7,i,-7,-1.0,8
CCN(C)C1CN(Cc2cn(Cc3cccc(C(F)(F)F)c3)nn2)S(=O)(=O)C1 (stereo not given),0.5,-7,.,.,.,.,0,-1.1,.
O=C(c1ccc(Br)cc1)N1CCCc2ccccc21,1.8,8,-11,0.7,0,0.0,8,-5.9,17
Cc1ccc(C2SCC(C(=O)O)N2C(=O)c2ccc(F)cc2)cc1 (stereo not given),.,0,-2,-0.9,7,i,-2,1.0,-1
C(=NOCCc1ccccc1)c1ccccn1,0.6,5,-13,1.0,.,i,-4,0.4,10
COCCn1nnnc1C(C(C)C)N1CCN(C(=O)c2ccco2)CC1 (stereo not given),.,-3,-3,-1.0,-5,-3.6,9,-3.2,6
CCOC(=O)c1ccc(NC(=O)Cn2nnc(-c3ccccc3F)n2)cc1,.,-1,-7,3.7,1,-0.4,7,-0.3,8
CCN(CC(=O)Nc1ccc2c(c1)OCO2)S(=O)(=O)c1ccccc1,0.0,-6,4,0.0,-4,-0.4,1,-3.4,5
O=C(OCCC1Oc2cccnc2NC1=O)c1ccc(Cl)cc1 (stereo not given),1.6,-4,8,0.1,2,-0.5,6,-0.1,13
O=C(COC(=O)/C=C/c1cccs1)Nc1ccc(Cl)cc1F,1.9,-1,-9,2.6,.,.,-5,0.2,8
N/C(COc1ncn(-c2ccccc2)n1)=N\S(=O)(=O)c1ccc(Cl)cc1Cl,2.2,0,.,0.0,5,i,-4,-1.3,-5
O=C(CCCN1C(=O)S/C(=C\C=C\c2ccccc2)C1=O)Nc1ccc(O)cc1,1.0,-2,-11,0.5,-2,i,-6,-0.8,12
CCN(CC(=O)NCc1cccs1)C(=O)c1cccc(S(=O)(=O)N(C)C)c1,1.5,-5,-4,0.0,.,i,4,-0.3,1
Cc1ccc(S(=O)(=O)N2CCC(C(=O)NNC(=O)c3ccccc3O)CC2)cc1,0.1,0,-3,1.1,.,-0.3,1,0.8,-11
CCN1CCN(c2ccc(S(=O)(=O)N3CCCCC3)cc2NC(=O)Cc2ccc(OC)cc2)CC1,2.6,1,-9,-0.7,4,-0.1,-3,1.2,18
CCN=C(Nc1ccc(Cl)cc1)c1cccnc1,.,5,-9,0.4,4,-0.2,-3,0.1,0
Cc1c(-c2ccccc2)c(-c2ccc(OCCN(C)C)cc2)n2ccccc12,1.1,6,-11,1.3,.,-5.6,-14,5.1,-32
O=C(Nc1nnc(-c2ccc3c(c2)OCCO3)o1)c1ccc(Cc2ccccc2)cc1,0.3,0,-15,-0.4,-2,-0.2,0,-0.8,-5
O=C1Nc2ccc(Cl)cc2C(=O)C1(F)c1ccccc1 (stereo not given),1.5,.,-6,.,1,i,2,.,-4
CC(NC(=O)Cn1nc(-c2ccccc2)c2ccccc2c1=O)c1ccccc1 (stereo not given),.,-4,3,?,-1,i,7,-0.6,23
CCOC(=O)c1c(C)c(C(=O)NC(C)COC)c(C)n1CC (stereo not given),-1.1,-2,-4,0.1,2,-0.4,.,-0.3,0
CCC(Oc1ccccc1)C(=O)Nc1cc(C(F)(F)F)ccc1N1CCOCC1 (stereo not given),-3.4,-3,29,1.1,.,i,8,-4.2,0
O=C(O)C(=Cc1ccc([N+](=O)[O-])cc1)CCc1ccccc1,1.5,-4,.,.,.,i,-11,0.2,2
SC(COCc1ccccc1)CN1CCN(Cc2ccc3c(c2)OCO3)CC1 (stereo not given),.,-6,9,0.0,4,1.3,.,-1.5,19
COC(=O)C(Cc1c[nH]c2ccccc12)NC(=O)c1cccs1 (stereo not given),1.7,16,2,4.8,8,-0.8,0,?,-6
CCN(CC)S(=O)(=O)c1ccc(C(=O)Nc2c3c(nn2C(C)(C)C)CS(=O)(=O)C3)cc1,.,-1,-14,0.2,2,-0.2,-1,-0.5,9
Cc1cc(C)cc(NC(=O)CSc2nnc(Cn3c(=O)sc4ccccc43)n2C)c1,0.7,-5,-7,-0.2,-3,-0.4,-3,-0.2,11
Cc1ccc(C)c(N2CCN(CCCNC(=O)CCn3c(=O)c4cccn4c4cccnc43)CC2)c1,-0.7,4,-2,-0.2,-1,-0.3,-10,1.0,9
O=C(CNCCc1ccccc1)N1CCc2ccccc2C1,0.8,-1,0,-0.3,0,-0.2,4,0.1,8
COc1ccc(CNC(=O)CN(C(=O)c2csnn2)c2cnc3ccccc3c2)cc1,-0.1,-11,10,-0.3,5,-1.6,2,-0.7,6
COc1ccc(NC(=O)CCCCCN2C(=O)c3cccc([N+](=O)[O-])c3C2=O)c(OC)c1,0.8,-2,11,0.4,3,i,6,0.1,9
Cc1cccc(OCc2nnc(SCC(=O)Nc3cc(C)on3)n2C)c1,.,-4,-10,1.2,0,-0.5,-2,-0.2,2
Clc1cccc(Cl)c1Cl,2.0,-3,-4,0.2,.,-0.3,0,-0.2,8
COc1ccc(S(=O)(=O)N2CCOCC2)cc1C(=O)NCc1ccccc1CN1CCCC1,0.1,-7,-9,-0.3,.,i,-6,0.0,0
CN(C)c1ccc(CNc2ccccn2)cc1,-3.7,-9,12,-0.4,-4,0.7,0,-1.0,0
CC1=NN(c2ccc(Cl)cc2)C(=O)C1C(c1cccc(O)c1)c1c(C)[nH]n(-c2ccc(Cl)cc2)c1=O (stereo not given),.,-2,27,1.2,0,-0.2,.,-1.0,1
COc1ccc(C(=O)Nc2cnccn2)cc1[N+](=O)[O-],0.3,.,-25,-0.7,1,-0.3,-23,.,5
CN(C[C@H](Cc1ccccc1)N(C[C@H](c1ccccc1)N(CCc1ccccc1)N=O)N=O)N=O,-0.7,-2,-7,1.9,2,-0.2,-6,0.1,45
CC(=O)N1c2ccccc2N(Cc2ccc(C)cc2C)C(=O)C1(C)C,2.9,-4,-8,0.1,.,-0.2,-1,-0.7,30
COc1ccc(OC)c(NC(=O)Nc2nnc([C@H]3C[C@H](O)[C@@H](CO)O3)s2)c1,0.9,-7,.,.,.,i,2,-0.1,6
CCN(CCC#N)c1ccc(/C=N/Nc2nc(C)cc(=O)[nH]2)c(C)c1,1.0,2,.,-1.1,4,-0.3,9,-0.1,-11
COc1ccc(CNC(=O)C2CC(C)=C(C)CC2C(=O)O)cc1OC (stereo not given),1.6,2,5,-1.6,-2,0.3,4,-1.2,-5
O=C(CCn1cnc2ccccc2c1=O)Nc1nc2c(s1)CCCC2,.,0,-4,0.3,-1,i,5,-0.4,1
CCCCCCCCCCNC(=O)CCn1[nH]c(=O)c2ccccc2c1=O,.,-1,-6,2.0,3,i,0,0.9,4
Cc1ccsc1-c1nc(CN2CCCC2c2ccc(F)cc2)c(C)o1 (stereo not given),1.5,-2,-12,-0.1,3,i,1,0.3,3
O=C1NC(c2cccc3ccccc23)Nc2ccc(Cl)cc21 (stereo not given),1.2,3,-16,2.3,.,i,6,0.0,9
CC1CC1C(=O)N(C)CC(=O)Nc1ccc(Cl)c(C(F)(F)F)c1 (stereo not given),1.1,-1,-5,0.2,.,-0.9,-1,2.6,-12
Cc1ccc2c(c1)N(CC(=O)NC1CCCc3ccccc31)C(=O)CO2 (stereo not given),.,-5,-15,-0.1,2,0.4,-4,0.4,0
COc1ccc2nc(Cl)c(C=O)c(N3CCOCC3)c2c1,0.1,1,.,.,.,-0.3,2,-0.1,4
Clc1cc(Cl)c(Cl)cc1Cl,0.4,1,-2,-0.4,.,-0.4,0,-1.1,7
O=C(Nc1nccs1)c1cc(-c2ccco2)nc2ccccc12,0.1,4,5,-1.1,3,i,0,2.9,-5
CC(=O)c1csc(CS(=O)(=O)c2ccccn2)n1,1.0,-4,2,0.2,1,i,7,?,2
CSCCCNC(=S)Nc1ccc(N2CCOCC2)cc1N1CCOCC1,4.4,-2,-12,-0.5,4,-0.2,2,-0.3,2
CCOC(=O)c1ccccc1NC(=O)c1cncc(Br)c1,.,-4,-11,-0.6,-2,i,4,-0.7,3

# 2 compounds picked at random from those above, as already listed:
SMILES,TcdB inh,Anthrax LF inh2,PriA SSB inh,PfHsp40 yeast,SARS 3CLpro inh,BH1578 lux ind,PrPC TRFRET,BoNT-A LC inh2,Y pestis TopoI
O=C1CC(c2ccco2)Cc2nc(Nc3nc(-c4ccccc4)c4ccccc4n3)ncc21 (stereo not given),.,2,-8,-0.1,2,i,0,0.0,9
CCOC(=O)c1ccc(NC(=O)Cn2nnc(-c3ccccc3F)n2)cc1,.,-1,-7,3.7,1,-0.4,7,-0.3,8

# Screening data: PubChem, several laboratories
